BAP1 inh = inhibitors of BAP1 deubiquitinase, primary screen, biochemical, Ub-AMC fluorescence, kinetic | recombinant BAP1, Ub-AMC hydrolysis fluorescence kinetic; active compounds read low | activity remaining (% of control), % at 20 µM | 0.48% of 72,000 active;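 active = activity remaining at or below 50% of control, provided the compound also passes the data quality filters; inactive = the rest, including low values that fail the filters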;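 note: 100% = DMSO wells rate and 0% = substrate alone blank rate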
Target sequence (Q92560 whole entry, looked up): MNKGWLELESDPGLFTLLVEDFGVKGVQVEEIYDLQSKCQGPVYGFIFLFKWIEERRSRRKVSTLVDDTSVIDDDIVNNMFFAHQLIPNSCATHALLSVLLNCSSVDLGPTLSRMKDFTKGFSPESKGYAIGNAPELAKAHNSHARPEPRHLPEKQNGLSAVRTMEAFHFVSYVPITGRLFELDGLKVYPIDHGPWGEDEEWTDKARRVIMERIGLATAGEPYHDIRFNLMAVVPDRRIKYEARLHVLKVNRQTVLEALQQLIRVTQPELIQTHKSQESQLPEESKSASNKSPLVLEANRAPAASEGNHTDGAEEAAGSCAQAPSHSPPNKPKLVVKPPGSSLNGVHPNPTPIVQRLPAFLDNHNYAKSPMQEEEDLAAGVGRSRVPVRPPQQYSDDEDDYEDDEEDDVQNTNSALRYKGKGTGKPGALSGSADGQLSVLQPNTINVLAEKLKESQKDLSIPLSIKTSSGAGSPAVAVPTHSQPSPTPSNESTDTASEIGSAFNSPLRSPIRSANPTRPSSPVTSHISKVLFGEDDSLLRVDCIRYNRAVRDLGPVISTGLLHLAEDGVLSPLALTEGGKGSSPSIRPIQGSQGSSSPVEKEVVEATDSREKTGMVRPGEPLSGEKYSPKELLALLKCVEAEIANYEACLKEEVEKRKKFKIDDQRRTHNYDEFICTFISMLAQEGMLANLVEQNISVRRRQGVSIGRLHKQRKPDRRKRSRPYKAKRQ
HePTP inh = inhibitors of human HePTP phosphatase, primary screen, biochemical, absorbance, leukemia target; 0.64% of 110,000 active; Tyrosine-protein phosphatase non-receptor type 7 (Homo sapiens), P35236; recombinant HePTP phosphatase activity, OD absorbance; inhibition, % at 20 µM; AID 521, 2006; in the data active = inhibition above about 50%;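 note: plate controls were vehicle for no effect and reference inhibitor for full effect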
Target sequence (P35236 whole entry, looked up): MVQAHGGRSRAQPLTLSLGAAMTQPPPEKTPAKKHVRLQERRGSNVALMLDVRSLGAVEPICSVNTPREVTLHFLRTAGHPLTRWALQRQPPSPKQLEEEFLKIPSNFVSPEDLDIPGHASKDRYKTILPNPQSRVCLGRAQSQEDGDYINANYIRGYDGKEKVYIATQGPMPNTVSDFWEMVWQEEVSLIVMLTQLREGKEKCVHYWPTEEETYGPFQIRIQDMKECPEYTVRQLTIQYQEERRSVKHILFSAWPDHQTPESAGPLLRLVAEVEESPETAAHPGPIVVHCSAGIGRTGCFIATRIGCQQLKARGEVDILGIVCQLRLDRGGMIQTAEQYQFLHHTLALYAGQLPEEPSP
The depositor's hits bear a star; x = no result given; & = joins results of further samples. Not a hit list. Share with any hit: about 0.95%.

SMILES	BAP1 inh	HePTP inh
COC(=O)C1=C(C)NC(C)=C(C(=O)OC)C1C1CC=CCC1 (stereo not given)	79	-6
Cc1ccc(/C=C2\SC(=Nc3ccc(F)cc3)NC2=O)o1	x	1
COc1ccc(N(CC(=O)NCc2ccncc2)S(=O)(=O)c2ccc(OC)c(OC)c2)cc1	x	-5
CN1/C(=C/C(=O)C2CCC2)Sc2ccccc21	69	9
O=C(O)COc1c(Cl)cc(/C=C2\C(=O)NC(=O)N(c3ccc(F)cc3)C2=O)cc1Cl	x	-9
CC(=O)Cn1c(C(F)(F)F)nc2ccccc21	105	5
N#CC1=C(N)C2=C(N3CCCCC3)CCCC2C1(C#N)C#N (stereo not given)	101	1
NC(=O)c1c(NC(=O)c2ccc(F)cc2)sc2c1CCC2	268	x
COc1c(Cl)cc(C(=O)Nc2ccc([N+](=O)[O-])cc2C)cc1Cl	x	3
Cc1ccc(C(=O)N2Cc3ccccc3CC2C(=O)O)cc1 (stereo not given)	93	10
O=C1CC(C(=O)Nc2ccc(Br)cc2)C2(CCCC2)O1 (stereo not given)	x	6
COc1ccc(C2NC(=O)NC(C)=C2C(=O)OCCc2ccccc2)cc1OC (stereo not given)	104	x
Cc1c(C(=O)NCc2cccnc2)oc2ccc(S(=O)(=O)N3CC(C)CC(C)C3)cc12 (stereo not given)	93	7
COC(=O)c1cc(Nc2ncnc3c2cnn3-c2ccccc2)cc(C(=O)OC)c1	91	-6
COc1cc(C(=S)N2CCOCC2)ccc1OC(C)=O	x	4
O=C(CC1SC(=O)N(c2ccccc2)C1=O)Nc1ccccc1 (stereo not given)	98	-2
O=C(Nc1ncc(Cc2ccccc2)s1)c1ccccc1[N+](=O)[O-]	x	4
CCCC(=O)Nc1ccc(NC(=O)C23CC4CC(CC(C4)C2)C3)cn1	97	1
CCOC(=O)c1sc2nc(SCC(=O)NCc3ccco3)n(Cc3ccccc3)c(=O)c2c1C	x	10
CC(C)CN1C(=O)/C(=C/c2ccc([N+](=O)[O-])cc2)SC1=S	x	6
C/C(=N\NC(=O)c1ccccn1)c1ccc([N+](=O)[O-])cc1	x	-4
Cc1ccc(NC(=O)c2ccc(I)cc2)cc1C	x	4
COc1cccc2cc(C(=O)N3CCN(c4ncccn4)CC3)c(=O)oc12	56	6
COc1ccc(NC(=O)c2ccc(CN3CCN(c4ccccc4)CC3)cc2)cc1	83	4&-8
O=C(NC1CCCCC1)N(Cc1cc2cc3c(cc2[nH]c1=O)OCCO3)CC1CCCO1 (stereo not given)	x	-2
CCOC(=O)C1(CC)NC(c2cccc(F)c2)C2C(=O)N(CC)C(=O)C21 (stereo not given)	68	-1
COc1cc(C)c(CN2CCCCC2CO)cc1C (stereo not given)	96	0
COc1ccccc1OCCSc1ncnc2nc[nH]c12	98	7
CCCc1c(O)nc(SC2CC(=O)N(c3cc(OC)ccc3OC)C2=O)[nH]c1=O (stereo not given)	x	-7
CCOC(=O)C1CCCN(CCC(=O)Nc2ccc(F)c(F)c2)C1 (stereo not given)	81	5
Cc1ccc(CN(Cc2cccnc2)C(=O)CN2C(=O)COc3ccccc32)o1	93	3
CC(C)c1ccccc1NC(=O)C(C)N1C(=O)c2ccccc2C1=O (stereo not given)	x	0
COc1ccccc1OCCOc1ccc(C=O)cc1	x	0
Cc1ccc(C2C(C#N)=C(N)Oc3n[nH]c(C)c32)o1 (stereo not given)	x	-6
Cc1cc(=O)[nH]c2cc(Cl)ccc12	91	-14
CCOC(=O)CSc1nc2ccc(N3CCOCC3)cc2c(=O)n1Cc1ccc2c(c1)OCO2	51	3
CC(=O)Nc1ccc(S(=O)(=O)Nc2ccc(F)cc2F)cc1	x	-7
O=C(CCc1ccc(S(=O)(=O)N2CCOCC2)cc1)OCc1nc2ccccc2s1	95	5
CCCn1nnc(NC(=O)c2ccc(Cl)cc2Cl)n1	97	-8
COc1ccc(N2C(=O)CSC2c2ccccc2F)cc1 (stereo not given)	x	9
COc1ccc(C(=O)n2nc(-c3ccc(Cl)cc3)nc2N)cc1OC	93	11
Cc1ccc(-c2nc3cc(Cl)ccc3o2)cc1NS(=O)(=O)c1ccccc1	x	-1
Cc1cccc(C2CC(c3ccc(Br)cc3)Nc3nc(N)nn32)c1 (stereo not given)	68	10
COc1ccc(/C=N/NC(=O)c2ccoc2C)c(OC)c1OC	x	1
CCCn1nc(C(=O)N2CC(=O)Nc3ccccc32)c2ccccc2c1=O	112	9
COc1ccccc1NC(=O)CSc1ncn[nH]1	95	-10&-13
CCOC(=O)[C@@H]1CCNC[C@@H]1c1ccccc1	108	7
CCOC(=O)c1cc(=O)n2[nH]c(-c3ccc(Br)cc3)cc2n1	x	-4

4 entries drawn at random from the list so far:
SMILES	BAP1 inh	HePTP inh
O=C(CCc1ccc(S(=O)(=O)N2CCOCC2)cc1)OCc1nc2ccccc2s1	95	5
CCCn1nc(C(=O)N2CC(=O)Nc3ccccc32)c2ccccc2c1=O	112	9
Cc1cccc(C2CC(c3ccc(Br)cc3)Nc3nc(N)nn32)c1 (stereo not given)	68	10
COc1ccc(C(=O)n2nc(-c3ccc(Cl)cc3)nc2N)cc1OC	93	11

Remaining list, next part
SMILES	BAP1 inh	HePTP inh
Cc1ccc(C(=O)COC(=O)c2ccccc2Sc2ccc([N+](=O)[O-])cc2)cc1	55	x
COc1ccc(S(=O)(=O)Nc2nc(C(F)(F)F)cs2)cc1	73	3
Cc1ccc(Nc2c3c(nc4ncnn24)CCC3)cc1	93	6
COc1n[nH]c2nncnc12	102	4
COC(=O)c1cc(NC(=O)c2ccc(C)c([N+](=O)[O-])c2)cc(C(=O)OC)c1	x	10
CC(C)C(NS(=O)(=O)c1ccc2c(c1)oc(=O)n2C)C(=O)N1CCN(Cc2ccccc2)CC1 (stereo not given)	94	2
CCCC(=O)c1c(C)c2ccccc2n1C	88	-3
COC(=O)CSc1nc2cc(C)cc(C)c2cc1C#N	109	-4
CN1CCN(C(=O)c2cc(-c3ccccc3)on2)CC1	96	0
CCN(CC)c1ccc(C2NC(=S)NC(C)=C2C(=O)Nc2ccccc2)cc1 (stereo not given)	x	6
CCOc1cc(/C=C2/C(=O)NC(=O)N(c3ccc(C(C)C)cc3)C2=O)ccc1OCC(=O)O	x	10
CCONC(=NCc1ccccc1)c1nonc1N	x	6

Single records, from the list above. Values in the order: BAP1 inh, HePTP inh
CCN(CC)c1ccc(C2NC(=S)NC(C)=C2C(=O)Nc2ccccc2)cc1 (stereo not given) is entered as x, 6
COc1n[nH]c2nncnc12 is entered as 102, 4

Next section:
SMILES	BAP1 inh	HePTP inh
COC(=O)c1[nH]c2ccc(Br)cc2c1NC(=O)CN1CCN(C2CCCCC2)CC1	98	7
Oc1c(C=Nc2cccc3nsnc23)sc2ccccc12	x	3
O/N=C1\CC2(Cc3nonc31)OCCO2	92	2
O=S(=O)(Nc1cccc(C(F)(F)F)c1)c1ccc(F)cc1	x	4
Oc1ccc(-c2n[nH]c(=S)n2Cc2ccccc2)cc1	96	-2
CCSc1nnc(NC(=O)CSc2nc3c(c(=O)n2CCOC)SC(C)C3)s1 (stereo not given)	82	-7
Clc1ccc(SCCCCn2ccnc2)cc1	96	2
COc1cccc(C(=O)NCCn2ccc3ccccc32)c1	97	9
COc1ccccc1N1CCN(C(CNS(=O)(=O)c2ccc(C)cc2)c2cccnc2)CC1 (stereo not given)	144	-3
COc1ccc(OC)c(NC(=O)c2ccccc2N(Cc2ccccc2)S(=O)(=O)c2ccccc2)c1	x	-18
Cc1cc2nc(C)n(CCCNC(=O)Nc3ccc(C#N)cc3)c2cc1C	x	0
O=C(O)c1ccc(NC2=C(Cl)C(=O)N(c3cccc(Cl)c3)C2=O)cc1	x	6
OC1(C#CCN2CCCCCC2)CCCCC1	126	x
O=S(=O)(N/N=C/c1cc(Cl)ccc1O)c1ccc(Cl)cc1	x	-1
CSc1ccccc1NC(=O)Cn1nc(C(F)(F)F)cc1C	x	-8
Cc1nc(N[C@@H](Cc2c[nH]c3ccccc23)C(=O)O)c2oc3ccccc3c2n1	x	4
CCOC(=O)N1CCN(C(=O)c2c(O)c3cccc4c3n(c2=O)CC4)CC1	102	12
Cn1c(=O)c2c(nc(CN3CCc4ccccc4C3)n2Cc2ccccc2)n(C)c1=O	112	x
O=C(COc1ccc(Cl)cc1)Nc1ccc(Cl)cc1	x	-8
CCN(CC)C1CC(=O)N(c2ccc([N+](=O)[O-])cc2)C1=O (stereo not given)	56	x
CN1CCc2cc(O)c(O)cc2C(c2ccccc2)C1 (stereo not given)	99	x
CCN(CC)C(=O)CSc1nc(O)cc(=O)n1C	154	1
Cc1cc(/C=c2\sc3nc4ccccc4n3c2=O)c(C)n1C	x	0
CCCOc1ccc(C2Oc3ccccc3C3CC(c4ccccc4)=NN32)cc1 (stereo not given)	118	x
Oc1ccc(/C=N/Nc2nc(-c3ccccc3)cc(-c3ccc(Br)cc3)n2)c(O)c1	x	10
O=C(O)C1C2CCC(C2)C1C(=O)NCC1CCCO1 (stereo not given)	x	-3
CCc1ccc2oc(=O)cc(CN(C)Cc3ccccc3)c2c1	93	9
O=C(NCCc1cn2ccccc2n1)C1CCCCC1	91	8
COc1cc(NC(=O)c2ccc(Cl)c(Cl)c2)c(OC)cc1NC(C)=O	x	-1
COc1cc(OC)c(C(=O)COc2ncnc3ccccc23)c(OC)c1	107	8
Cc1cc(C)nc(SCCn2c(N3CCCCC3)nc3c2c(=O)n(C)c(=O)n3C)n1	86	3
CCOC(=O)N1CCC(NC(=O)c2ccc(CS(=O)(=O)c3c(Cl)cccc3Cl)o2)CC1	82	9
CC(C)c1ccc(NC(=O)C2CCN(S(C)(=O)=O)CC2)cc1	96	-2
Cc1cc(OCCCCCNCCO)cc(C)c1Cl	101	8
CCOC(=O)N1CCC(NC(=O)C2CCN(S(=O)(=O)N3CCCC3)CC2)CC1	96	3
COc1ccc(C(=O)N2CCN(C(C)=O)CC2)cc1S(=O)(=O)NCc1ccc(Cl)cc1	101	-3
O=C(c1cccc2ccccc12)N1CCN(c2ccc([N+](=O)[O-])cc2)CC1	117	x
Cc1noc(C)c1C(=O)NCc1cccs1	85	4
CC(=O)C1=C(O)C(=O)N(CC2CCCO2)C1c1ccc(Cl)cc1Cl (stereo not given)	x	9
COc1ccc(Br)cc1C(=O)Nc1ccc(C)c(C)c1	x	-18
Cn1c(=O)oc2cc(S(=O)(=O)N3CCC4(CC3)OCCO4)ccc21	112	0
COc1ccc(-c2csc(Cc3nnc4n3CCCCC4)n2)cc1	105	1
CCOc1ccc(OCC)c(Nc2cc(C)nc3ncnn23)c1	89	-3
O=c1c2c(Br)c3c(=O)n(CCO)c(=O)c3c(Br)c2c(=O)n1CCO	x	6
O=C(CSC1=NCCS1)Nc1nc(-c2ccccc2)cs1	97	5
Cc1ccc2c(Cl)c(C(=O)NC34CC5CC(CC(C5)C3)C4)sc2c1	x	-2
CCOc1cc2[nH]c(=S)n(CC3CCCN3CC)c(=O)c2cc1OCC (stereo not given)	87	4
O=c1[nH]c(SCCOc2ccccc2)nc2ccccc12	96	5

Quoted from the listing:
`COc1cc(NC(=O)c2ccc(Cl)c(Cl)c2)c(OC)cc1NC(C)=O` @ HePTP inh: -1
`COc1ccc(S(=O)(=O)Nc2nc(C(F)(F)F)cs2)cc1` @ HePTP inh: 3
`Oc1c(C=Nc2cccc3nsnc23)sc2ccccc12` @ HePTP inh: 3
`O=c1c2c(Br)c3c(=O)n(CCO)c(=O)c3c(Br)c2c(=O)n1CCO` @ HePTP inh: 6
`CC(C)c1ccc(NC(=O)C2CCN(S(C)(=O)=O)CC2)cc1` @ HePTP inh: -2
`Cc1c(C(=O)NCc2cccnc2)oc2ccc(S(=O)(=O)N3CC(C)CC(C)C3)cc12` (stereo not given) @ BAP1 inh: 93
`O=C(COc1ccc(Cl)cc1)Nc1ccc(Cl)cc1` @ HePTP inh: -8

Carrying on.
SMILES	BAP1 inh	HePTP inh
CCOc1ccc(NC(=O)CSc2nnc(Cc3cccn3C)n2-c2ccc(F)cc2)cc1	92	-8
Cn1c(=O)c2c(nc(CN3CCOCC3)n2Cc2ccccc2)n(C)c1=O	94	x
CCC(C)(C(=O)NC1CCCC1)N(C(=O)c1ccccn1)c1ccccc1 (stereo not given)	98	9
CS(=O)(=O)N1CCN(c2ccccc2NC(=O)c2cccs2)CC1	63	7
Cc1ccc2oc(-c3cccc(NC(=O)c4ccc(-c5ccc([N+](=O)[O-])cc5C)o4)c3C)nc2c1	x	-1
CCn1c(=Nc2ccc(N3CCOCC3)cc2)ccc2ccccc21	81	7
COc1ccc(-c2cc(N3CCCC3)n3ncnc3n2)cc1	77	6
CCn1c(CNc2ccccc2Cl)nnc1SCC(=O)NCc1ccccc1	117	3
COc1cc(NC(=O)CCN2C(=O)c3ccccc3C2=O)c(OC)cc1Cl	x	-6
Cc1nn(-c2ccc(Cl)c(Cl)c2)c(C)c1-c1cccc([N+](=O)[O-])c1	x	2
COC(=O)c1cc(S(=O)(=O)N2CCOCC2)ccc1Sc1ccccc1N	119	6
COc1cc(NC(=O)C2CCN(S(=O)(=O)c3ccc(Cl)cc3)CC2)ccc1-n1cnnn1	88	3
CC(C)(C)NC(=O)Cn1c(SCC(=O)NC2CCCCC2)nc2ccccc21	95	9
CCCN=C(C)c1c(C)[nH]n(-c2nc3ccccc3s2)c1=O	x	2
CCOc1ccc(C(=O)NCc2ccc3c(c2)OCO3)cc1	x	-9
Clc1ccc(CNC23CN4CN(CN(C4)C2)C3)cc1	x	-15
CCOc1cc(/C=C2/C(=N)N3N=C(CC)SC3=NC2=O)ccc1OC(=O)c1cccc([N+](=O)[O-])c1	x	103*
CCOC(=O)CN1CC23C=CC(O2)C(C(=O)Nc2ccc(OCC)cc2)C3C1=O (stereo not given)	91	14
CCC(=O)Nc1ccc(NC(=O)/C=C/c2ccc(-c3ccc(Cl)cc3Cl)o2)cc1	x	1

Records above printed as active in HePTP inh.
SMILES	BAP1 inh	HePTP inh
CCOc1cc(/C=C2/C(=N)N3N=C(CC)SC3=NC2=O)ccc1OC(=O)c1cccc([N+](=O)[O-])c1	x	103*
